Assay outcomes deposited in PubChem by several laboratories.
Large T inhibition: SV40 large T antigen inhibitors, biochemical (AID 1903) | SV40 large T antigen ATPase/helicase inhibition assay; higher % means a stronger effect | inhibition, % at 20 µM; hits with a dose series show IC50 in µM | 310,000 tested, 0.39% active; in the data active = a potency from the dose series; also: strong numbers were not always called active
GPR35 antagonists: GPR35 antagonists blocking zaprinast-driven arrestin recruitment, primary screen, imaging, U2OS, beta-arrestin-GFP, zaprinast agonist (AID 2058) | U2OS GPR35 beta-arrestin-GFP translocation imaging, zaprinast antagonism; higher % means a stronger effect | one-dose inhibition, % at 10 µM; IC50 in µM for titrated hits | 290,000 tested, 0.052% active;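 active = inhibition of at least 50% with at least 30 cells and total cytoplasm GFP at most 10,000,000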
T cell HTS: T cell immune modulation candidate | 2C CD8+ T cell-vesicle binding, flow cytometry; stronger effect = lower value | calls only at 7 µM | 330,000 tested, 0.068% active;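 active = response, share of CD8 T cells binding vesicles, and their 90th percentile fluorescence all below set limits, cut at about 80% in these data, passing the limit was not always enough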
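System: murine 2C transgenic CD8+ T lymphocytes; also added: QL9-loaded Drosophila micro-vesicles; times: binding 1.5 h at 37 °C; measured by: flow cytometry, PE anti-B7-1 (FL2) versus Alexa647 anti-CD8 (FL8), PFA-fixed; control set: Peptide-free naked vesicles (low) and QL9 vesicles with 0.7% DMSO vehicle (high)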
NTR1 ag: agonists of NTR1, primary screen, imaging, U2OS cells, beta-arrestin-GFP, high content (AID 493036) | P30989 | NTR1-U2OS beta-arrestin-GFP spot imaging, agonist mode | activation, % at 20 µM | 330,000 tested, 0.17% active;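 active = activation at or above 40% of the spot to cytoplasm intensity ratio, with at least 20 cells analyzed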;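 also: 0% = DMSO without peptide and 100% = 100 nM NTR1 peptide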
Target sequence (P30989 whole entry, looked up): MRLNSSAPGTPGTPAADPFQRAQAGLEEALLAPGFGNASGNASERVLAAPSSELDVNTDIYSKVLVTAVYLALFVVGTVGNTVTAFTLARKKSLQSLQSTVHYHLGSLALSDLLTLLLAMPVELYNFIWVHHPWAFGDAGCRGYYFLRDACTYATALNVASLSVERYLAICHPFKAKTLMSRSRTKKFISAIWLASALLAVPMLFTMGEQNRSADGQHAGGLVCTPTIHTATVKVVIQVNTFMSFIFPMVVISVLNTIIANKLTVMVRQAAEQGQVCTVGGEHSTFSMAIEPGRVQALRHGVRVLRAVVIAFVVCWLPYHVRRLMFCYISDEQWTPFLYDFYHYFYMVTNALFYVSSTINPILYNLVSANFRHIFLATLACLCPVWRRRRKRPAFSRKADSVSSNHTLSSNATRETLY
Hep lipid drop: hepatic lipid droplet formation modulation; AML12 mouse hepatocytes, oleate lipid droplets, BODIPY imaging; inhibition, % at 6.5 µM; 240,000 tested, 0.4% active;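 active = lipid droplet intensity inhibited by at least 50%, with more than 500 cells counted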
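Material – AML12 mouse liver cells · Also added – oleate loading, 100 µM · Compound dosing – 6.5 µM single-point dosing · Times – overnight treatment with compound plus oleate · Measured by – fluorescence imaging, 20x objective, two fields per well · Read-out – percent inhibition of filter-corrected integrated lipid droplet intensity per well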
GPR55 beta-arrestin: selective activators of receptor GPR55 – imaging, U2OS cells, beta-arrestin-GFP redistribution, primary screen (AID 1961) | 290,000 tested, 0.048% active | U2OS GPR55 beta-arrestin-GFP redistribution imaging; higher % means a stronger effect | activation, % at 10 µM, or EC50 in µM where a hit was titrated;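 active = activation above 40% with more than 50 cells counted in the well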;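 also: U2OS osteosarcoma cells stably expressing GPR55 and beta-arrestin-GFP; plate controls were DMSO negative control for no effect and LPI positive control for full effect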
MgcRacGAP inhibition: MgcRacGAP GTPase-activating activity inhibitors, confirmation, biochemical, ADP Hunter fluorescence. MgcRacGAP-stimulated Rac1 GTP hydrolysis, ADP Hunter fluorescence; higher % means a stronger effect; GST-tagged Rac1 F28L mutant substrate. one-dose inhibition, % at 30 µM; IC50 in µM for titrated hits. 340,000 tested, 0.6% active;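 active = first-screen hits whose inhibition reached a set limit at any dose in the follow-up dose series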;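 also: fluorescence reports GDP produced by GAP-driven GTP hydrolysis; strong numbers were not always called active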
LYP inhibition: inhibitors of LYP phosphatase, biochemical, fluorescence intensity, uHTS (AID 1779) | recombinant LYP phosphatase, fluorescence intensity; higher % means a stronger effect | inhibition, % at 11.5 µM; hits with a dose series show IC50 in µM | 290,000 tested, 0.054% active; in the data active = inhibition above about 50%;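 also: plate controls were vehicle with enzyme for no effect and no enzyme for full effect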
GPR55 LPI antagonism: inhibition of LPI-stimulated GPR55 beta-arrestin translocation – imaging, U2OS, beta-arrestin-GFP, LPI agonist, primary screen (AID 2013); U2OS GPR55 beta-arrestin-GFP translocation imaging, LPI antagonism; higher % means a stronger effect; one-dose inhibition, % at 10 µM; IC50 in µM for titrated hits; 290,000 tested, 0.13% active;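 active = spots per cell inhibited over 60%, with over 100 cells counted and total cytoplasm intensity under 500,000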;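 also: U2OS cells stably carrying GPR55 and arrestin-GFP stimulated by 5 µM LPI near EC80; imaged beta-arrestin-GFP aggregate spots per cell after agonist stimulation; plate controls were LPI-stimulated DMSO wells for no effect and DMSO wells without LPI for full effect; some results filed as inactive read as strong as hits; confirmed hits need IC50 under 10 µM and bright autofluorescent wells are also inconclusive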
Hep lipid drop cells 6.5 µM: recorded beside Hep lipid drop, whose call it bears; cell count; measured here: cell count, cytotoxicity flag;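 cells counted across two imaged fields per well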
T cell HTS vesicle-bound %: further read-out of T cell HTS, marked with its call; double positive events, %; measured here: CD8+ vesicle-bound cell fraction;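 binding gate set so that unloaded-vesicle control wells show 10% double positive cells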
NTR1 ag cell count 20 µM: further read-out of NTR1 ag, marked with its call; cell count; measured here: cell count, cytotoxicity flag
Active calls of the source: *; i = inactive; nt = no result given.

SMILES	Large T inhibition	GPR35 antagonists	T cell HTS	T cell HTS vesicle-bound %	NTR1 ag	NTR1 ag cell count 20 µM	Hep lipid drop	Hep lipid drop cells 6.5 µM	GPR55 beta-arrestin	MgcRacGAP inhibition	LYP inhibition	GPR55 LPI antagonism
C[C@]12CCC(O)CC1=CCC1C2CC[C@]2(C)/C(=N\NC(N)=S)CCC12 (some centres undefined)	5%	-5%	i	27	0.8	84	nt	nt	-0.1%	7%	-5%	9%
CCCCCCn1c(SCCCC)nc2c1c(=O)[nH]c(=O)n2C	6%	-8%	i	56	6.2	66	4	699	0.2%	2%	-1%	7%
COc1cc2c(c(OC)c1OC)-c1c(cc3c(c1O)OCO3)C[C@@H](C)[C@@H](C)C2	12%	3%	i	26	7.3	49	-2	727	0.6%	11%	0%	20%
COc1ccccc1CCc1nnc(CCC(=O)NC(C)Cc2cccs2)o1 (centres undefined)	4%	-13%	i	57	-0.3	89	-3	610	0.1%	5%	-5%	-21%
O=C(COc1ccc(Cl)cc1)Nc1ccc(Cl)cn1	7%	13%	i	12	0.4	26	nt	nt	0.2%	20%	3%	14%
CCc1nnc(NS(=O)(=O)c2ccc(NC(=O)c3cccc(OC(F)(F)C(F)F)c3)cc2)s1	23%	nt	i	55	-0.6	59	nt	nt	nt	-3%	nt	nt
Cc1cc(C(=O)NC2CCCCCCC2)ccc1[N+](=O)[O-]	9%	nt	i	19	0.2	58	nt	nt	nt	8%	nt	nt
CCOC(=O)CCCc1ccc(/C(C)=N/NC(N)=S)cc1	-5%	20%	i	41	2.6	32	1	603	1.7%	9%	-8%	-13%
CCOc1ccc2[nH]c3c(=O)n(CCC4=CCCCC4)cnc3c2c1	9%	8%	i	45	0.0	68	-4	688	0.9%	10%	-6%	1%
O=C(Nc1ccc(C(F)(F)F)cc1)c1cc(S(=O)(=O)NCC2COc3ccccc3O2)ccc1F (centres undefined)	7%	18%	i	8	25	55	-22	621	-0.5%	0%	-2%	3%
COc1ccccc1NC(=O)COC(=O)c1cnccn1	4%	12%	i	41	1.5	64	23	765	0.0%	9%	-4%	4%
CCOC(=O)c1cnc2ccccc2c1Nc1ccc(C(=O)O)cc1	8%	-9%	i	31	1.3	29	24	691	-0.2%	-7%	-2%	19%
CNc1ccc(Br)cc(C(=O)/C=C/c2ccc(Cl)cc2Cl)c1=O	25%	32%	i	21	5.4	56	3	720	0.1%	30%	2%	16%
O=C1CC(C(=O)N2CCCc3ccccc32)CN1c1ccc(F)cc1 (centres undefined)	2%	-4%	i	19	-0.4	52	3	533	-0.2%	6%	-7%	5%
O=C1C(=O)N(CNc2cccnc2)c2ccccc21	7%	8%	i	43	5.6	56	12	687	-0.1%	1%	-6%	-13%
CC1=C(C(=O)N2CCCC(CCC(=O)NCc3ccc(F)c(F)c3)C2)OCCO1 (centres undefined)	-1%	-6%	i	27	-1.4	69	-4	664	-0.1%	6%	-16%	-4%
COc1cc(C2c3c(-c4ccccc4)n[nH]c3C(=O)N2c2ccc(C(=O)O)cc2)ccc1O (centres undefined)	21%	1%	i	39	-2.2	82	nt	nt	-0.1%	3%	-9%	-11%
CCOc1ccc(-n2c(SC)nc3c(c2=O)SCC3)cc1	5%	12%	i	26	2.9	63	-1	764	-0.1%	6%	-3%	6%
CCc1cc(C(=O)OC)c(NC(=O)CC2NCCNC2=O)s1 (centres undefined)	0%	9%	i	58	0.5	75	-1	773	-0.1%	1%	-4%	2%
Cc1ccc(CC(=O)O/N=C(\N)c2ccncc2)cc1	12%	-14%	i	35	0.6	54	-4	705	-0.1%	3%	-7%	13%
COc1ccc(C(C)=O)cc1COc1cccc2c1OC(C)(C)C2	12%	-5%	i	9	5.1	45	-42	708	0.0%	8%	-6%	11%
COc1ccc(F)cc1S(=O)(=O)Nc1cc2c3c(c1)CCN3C(=O)CC2	9%	nt	i	14	-1.0	50	nt	nt	nt	10%	nt	nt
COCCSc1ccccc1C(=O)N1CCc2ccccc21	7%	2%	i	37	0.6	73	9	821	-0.2%	0%	-8%	5%
COc1cccc(Nc2nc(N)c([N+](=O)[O-])c(N3CCOCC3)n2)c1	10%	0%	i	23	1.6	68	8	770	0.0%	-1%	-3%	-1%
COc1cccc(CN2CCNC(=O)C2CC(=O)NCCCN2CCCC2=O)c1 (centres undefined)	7%	17%	i	8	0.5	62	24	747	-0.1%	5%	-9%	-34%

The listing continues:
SMILES	Large T inhibition	GPR35 antagonists	T cell HTS	T cell HTS vesicle-bound %	NTR1 ag	NTR1 ag cell count 20 µM	Hep lipid drop	Hep lipid drop cells 6.5 µM	GPR55 beta-arrestin	MgcRacGAP inhibition	LYP inhibition	GPR55 LPI antagonism
CC(=O)Nc1ccc(NS(=O)(=O)c2cc(-c3cnc(C4CC4)o3)ccc2C)cc1	6%	3%	i	20	0.4	41	-13	700	-0.4%	9%	-1%	-1%
NC(=O)[C@@H]1[C@@H]2C(=O)N(c3ccc(F)cc3)C(=O)[C@@H]2[C@H]2C=Cc3ccccc3N21	23%	-1%	i	26	0.7	60	-1	701	0.0%	nt	-2%	0%
Cc1ccc(S(=O)(=O)NC2=NCN(CCOC(=O)c3ccccc3)CN2)cc1	8%	5%	i	8	0.2	73	-1	757	0.0%	3%	-5%	2%
Cc1cc(NC(=O)CN(C)S(=O)(=O)c2cnc[nH]2)ccc1Br	10%	-1%	i	36	0.0	67	-12	646	0.2%	10%	-7%	1%
CCN(CC)S(=O)(=O)c1ccc2c(c1)nc(CCC(=O)OCC(=O)Nc1c(F)cccc1F)n2C	3%	13%	i	51	2.8	71	-2	639	0.1%	1%	-4%	-11%
COc1ccccc1CNCC(O)(c1ccc(F)cc1)c1ccc(F)cc1	22%	0%	i	63	6.0	81	-1	826	1.3%	5%	-10%	11%
O=C(NCc1ccc2c(c1)OCO2)c1ccc(CSCc2ccccc2Cl)o1	3%	2%	i	37	1.3	55	-2	676	0.2%	2%	-2%	1%
CC(=O)N1Cc2ccccc2C(C)CC12CCCCC2 (centres undefined)	16%	3%	i	8	-0.8	59	-13	580	-0.3%	8%	-7%	2%
Cc1c(Cl)cccc1N/C(=N/S(=O)(=O)c1cccs1)c1ccccc1	4%	-6%	i	8	1.9	45	-10	730	-0.2%	3%	7%	-5%
OCC[C@@H]1C[C@H](O)[C@@H](O)[C@]2(Cc3ccccc3O2)O1	11%	-3%	i	32	0.0	72	62*	792*	0.1%	5%	-13%	-2%
Cc1oc(-c2cccs2)[n+]([O-])c1C	14%	-1%	i	41	0.8	58	nt	nt	0.0%	4%	-4%	-12%
COc1ccc(C(=O)NCCC(C)C)cc1S(=O)(=O)N1CCOCC1	9%	-1%	i	26	-1.4	68	-2	556	-0.2%	-1%	-1%	9%
O=C(Nc1cc(F)ccc1F)C1CCCN(c2ncnc3c2nc2n3CCCCC2)C1 (centres undefined)	13%	2%	i	11	2.7	63	-44	675	-0.1%	-9%	-6%	8%
COc1cc(/C=C/c2ccc3cccc([N+](=O)[O-])c3n2)ccc1OCC(=O)O	15%	-9%	i	33	1.1	59	-7	656	0.1%	13%	2%	7%
CC1CCC(C(C)C)C(OC(=O)COC(=O)c2cc(O)ccc2N)C1 (centres undefined)	15%	2%	i	4	18	65	-12	613	0.5%	21%	9%	-2%
Cc1ccc(CNC(=O)C2=CCN(S(=O)(=O)c3ccc(C)cc3)CC2)cc1	-12%	-7%	i	52	-3.6	73	-13	700	-0.3%	6%	-6%	18%
Nc1ccc(-c2nnnn2-c2ccc(N)cc2)cc1	11%	0%	i	19	0.4	64	-7	778	-0.1%	15%	-11%	-6%
Cc1ccc(NS(=O)(=O)c2ccc3c(c2)oc(=O)n3C)cc1F	5%	5%	i	32	-0.9	63	nt	nt	-0.1%	5%	-3%	5%
O=C(CC1C(=O)NCCN1Cc1cccc(F)c1)NCCCN1CCCC1=O (centres undefined)	15%	-5%	i	40	0.7	52	0	796	-0.1%	5%	-2%	-2%
CS(=O)(=O)N(CC(=O)N1CCCCCC1)c1ccc2c(c1)OCCO2	16%	-7%	i	33	-0.3	47	1	740	0.4%	2%	-5%	19%
C/C=C/C=C/C(=O)OC(C)C(=O)Nc1cc([N+](=O)[O-])ccc1OC (centres undefined)	10%	4%	i	34	1.0	48	-9	675	0.2%	1%	0%	7%
Nc1cccnc1Sc1cccc(Cl)c1	11%	10%	i	40	1.3	80	nt	nt	-0.1%	6%	-7%	15%
CCOC(=O)c1sc(NC(=O)c2cc3ccccc3o2)nc1C	-6%	-13%	i	37	5.9	62	20	767	-0.6%	7%	5%	19%
CCOC(=O)C1=C(C)C/C(=N\NC(=O)c2ccccc2O)CC1	20%	-13%	i	56	-1.1	62	-18	707	-0.3%	11%	2%	-2%
COc1ccc(/C(=N/O)C(C)(C)NO)cc1	10%	10%	i	10	1.8	32	15	762	-0.1%	12%	4%	3%
COc1ccc(CN(C)Cc2ccccc2)c(OC)c1OC	8%	-7%	i	11	1.5	55	nt	nt	0.3%	5%	0%	16%
CCOC(=O)c1c(C)c(C(=O)NCc2ccc(OC)cc2)c(C)n1C	11%	1%	i	60	0.7	67	4	639	-0.6%	4%	-2%	0%
O=C(O)[C@H](Cc1ccccc1)N1Cc2ccccc2C1=O	2%	11%	i	35	0.9	82	nt	nt	-0.1%	-2%	-6%	1%
Cc1ccc(NC(=S)NNS(=O)(=O)c2ccc3ccccc3c2)cc1Cl	11%	6%	i	59	-0.1	49	4	651	-0.2%	9%	9%	5%
O=C(N/N=C/C(Cl)=C/c1ccccc1)c1ccncc1	22%	-18%	i	21	2.0	47	2	722	0.2%	nt	7%	-24%

Only Hep lipid drop, GPR55 LPI antagonism and T cell HTS vesicle-bound %, for some of the entries so far:
Structure	Hep lipid drop	GPR55 LPI antagonism	T cell HTS vesicle-bound %
CCOC(=O)C1=C(C)C/C(=N\NC(=O)c2ccccc2O)CC1	-18	-2%	56
COc1ccc(/C(=N/O)C(C)(C)NO)cc1	15	3%	10
